# Rv3671c inh: inhibits the M. tuberculosis serine protease Rv3671c | P9WHR9 | inhibition, % at 5.96 µM | 320,000 tested, 0.048% active | AID 2606; in the data active means inhibition above about 38%;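 further: extracellular domain of Rv3671c used as enzyme; 0% = enzyme with DMSO and 100% = no enzyme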
# Target sequence (P9WHR9 whole entry, looked up, the tested form may be a part): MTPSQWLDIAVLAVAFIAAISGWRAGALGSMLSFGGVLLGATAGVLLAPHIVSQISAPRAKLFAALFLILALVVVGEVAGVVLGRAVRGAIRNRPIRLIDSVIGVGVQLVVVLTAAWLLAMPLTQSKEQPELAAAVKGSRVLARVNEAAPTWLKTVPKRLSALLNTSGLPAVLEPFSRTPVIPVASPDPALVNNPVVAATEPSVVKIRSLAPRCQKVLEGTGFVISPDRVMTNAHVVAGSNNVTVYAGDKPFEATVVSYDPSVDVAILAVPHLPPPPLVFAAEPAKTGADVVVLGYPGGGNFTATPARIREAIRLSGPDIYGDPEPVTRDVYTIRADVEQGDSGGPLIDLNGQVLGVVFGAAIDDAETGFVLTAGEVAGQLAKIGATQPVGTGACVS
# FadD28 binding: M. tuberculosis FadD28 bisubstrate binding inhibition; FadD28 bisubstrate probe binding, fluorescence polarization; inhibition, % at 12.5 µM; 360,000 tested, 0.22% active; AID 588549; in the data active means inhibition above about 8.5%, passing the limit was not always enough; inconclusive means no clear call, values can overlap the other calls
# BoNT-F LC inh: inhibitors of Botulinum neurotoxin F light chain protease. Multiplex microsphere protease cleavage assay, flow cytometry. inhibition, % at 10 µM. 360,000 tested, 0.22% active; in the data active means inhibition above about 35%, passing the limit was not always enough; inconclusive means no clear call, values can overlap the other calls; further: plate controls were buffer without enzyme for full effect and enzyme alone for no effect
# BioA inh: inhibitors of Mycobacterium tuberculosis BioA enzyme; purified M. tuberculosis BioA enzyme, plate reader; inhibition, % at 9.99 µM; 360,000 tested, 0.096% active; in the data active means inhibition above about 40%; inconclusive means no clear call, values can overlap the other calls
# GDH-TPI inh: counter-screen for M. tuberculosis FBA inhibitors: GDH-TPI coupled enzymes | inhibition, % at 4.8 µM | AID 588335 | GDH-TPI coupled enzyme counterscreen, NADH absorbance | 360,000 tested, 1.2% active;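 further: 0% = DMSO wells and 100% = wells lacking the enzyme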
# Mtb FBA inh: inhibits M. tuberculosis FBA enzyme | P9WQA3 | purified M. tuberculosis FBA, fluorescence read-out | inhibition, % at 1 µM | 360,000 tested, 2.3% active | AID 588726; in the data active means inhibition above about 27%;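 further: 0% = vehicle and 100% = reference inhibitor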
# Target sequence (P9WQA3 whole entry, looked up): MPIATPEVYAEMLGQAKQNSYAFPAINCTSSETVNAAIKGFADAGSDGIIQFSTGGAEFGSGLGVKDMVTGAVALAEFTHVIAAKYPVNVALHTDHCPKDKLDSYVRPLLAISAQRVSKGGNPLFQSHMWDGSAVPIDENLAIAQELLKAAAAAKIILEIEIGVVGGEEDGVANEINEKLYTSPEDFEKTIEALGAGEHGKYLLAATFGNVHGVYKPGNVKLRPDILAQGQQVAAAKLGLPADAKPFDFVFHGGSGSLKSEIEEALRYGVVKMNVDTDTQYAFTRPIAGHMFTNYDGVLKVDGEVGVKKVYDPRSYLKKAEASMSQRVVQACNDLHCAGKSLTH
# Mtb UGM inh: blocks M. tuberculosis UGM enzyme; P9WIQ1; purified UGM, fluorescence polarization probe displacement; inhibition, % at 10 µM; 320,000 tested, 0.06% active; in the data active means inhibition above about 10%, passing the limit was not always enough; inconclusive means no clear call, values can overlap the other calls
# CCHF vOTU inh: blocks the CCHF virus ovarian tumor domain protease; inhibition, % at 11.5 µM; CCHFV vOTU protease, Pep-AMC fluorescence; 370,000 tested, 0.55% active; further: 0% = vehicle wells with enzyme and 100% = no enzyme wells
# MazEF act: increases E. coli MazEF RNase cleavage of RNA. P0AE70. FAM/BHQ RNA-DNA oligo cleavage fluorescence, 5 h. activation, % at 20 µM. 350,000 tested, 0.32% active; in the data active means activation above about 50%
# Target sequence (P0AE70 whole entry, looked up): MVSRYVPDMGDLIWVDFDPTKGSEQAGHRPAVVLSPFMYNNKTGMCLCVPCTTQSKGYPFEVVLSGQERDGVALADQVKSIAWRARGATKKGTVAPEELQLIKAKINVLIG
# VHR inh abs: blocks human VHR1 dual specificity phosphatase; recombinant VHR phosphatase, pNPP absorbance; inhibition, % at 13.3 µM; 290,000 tested, 0.52% active; in the data active means inhibition above about 50%; further: some compounds called inactive have numbers as strong as hits
# Target sequence (P51452 whole entry, looked up): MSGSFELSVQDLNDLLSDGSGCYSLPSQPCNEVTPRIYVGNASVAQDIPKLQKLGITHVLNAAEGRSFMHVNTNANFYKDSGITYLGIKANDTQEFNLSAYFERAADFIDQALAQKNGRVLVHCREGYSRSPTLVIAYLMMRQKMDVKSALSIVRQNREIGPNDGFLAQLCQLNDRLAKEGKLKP
# Starred values were filed as active, the others as inactive; ? = inconclusive; . = no result given; & = joins results of further samples. Unless noted, no stated cut-off is given here; in the data, active means inhibition above about 30%; inactive means the rest.
# Start of the data: the first two records as a preview:
# Second line of a record: MazEF act	BioA inh	GDH-TPI inh	Mtb UGM inh	Rv3671c inh	BoNT-F LC inh	CCHF vOTU inh	Mtb FBA inh	FadD28 binding	VHR inh abs
CC(=O)NN1C(=O)/C(=C\c2ccccc2)SC1=S
    7	5.7	23	-3.7	-1	0	14	-5	-3.0	44
O=C(Cc1ccc(NS(=O)(=O)c2cccc(C(F)(F)F)c2)cc1)NCCN1CCOCC1
    -1	0.3	7	-1.0	1	.	9	-1	-2.9	.

# All compounds of this part, from the start:
# Second line of a record: MazEF act	BioA inh	GDH-TPI inh	Mtb UGM inh	Rv3671c inh	BoNT-F LC inh	CCHF vOTU inh	Mtb FBA inh	FadD28 binding	VHR inh abs
CC(=O)NN1C(=O)/C(=C\c2ccccc2)SC1=S
    7	5.7	23	-3.7	-1	0	14	-5	-3.0	44
O=C(Cc1ccc(NS(=O)(=O)c2cccc(C(F)(F)F)c2)cc1)NCCN1CCOCC1
    -1	0.3	7	-1.0	1	.	9	-1	-2.9	.
N#CC1=C(N)Oc2n[nH]c(-c3cccs3)c2C1c1cccs1 (configuration not stated)
    0	3.1	11	0.2	-7	-6	6	2	-1.7	-4
CCCCCCc1ccc(OCC(=O)OC)cc1OCC(=O)OC
    -8	.	10	0.1	0	-4	16	-1	-1.8	-12
CN1/C(=C\C(=O)COC(=O)c2ccc([N+](=O)[O-])o2)C(C)(C)c2ccccc21
    -5	.	4	1.9	-20	-6	18	4	-2.8	22
CCC(=O)OC1(C)C(=O)C=C2C=C(C3CC3)OC=C2C1=O (configuration not stated)
    -10	-4.2	11	3.4	6	-3	14	4	1.8	.
Cc1ccccc1C1N(c2nccs2)C(=O)C2CCCN21 (configuration not stated)
    -3	.	7	-0.4	-4	0	3	2	-0.7	8
Cc1ccc(C(=O)NC(NCc2ccccc2)C(Cl)(Cl)Cl)cc1 (configuration not stated)
    -2	-2.1	-11	0.5	-17	-5	-2	-1	-3.6	0
CSc1nnc2c3cc(C)ccc3n(Cc3ccccc3)c2n1
    -37	.	-2	0.2	2	-15	4	-4	-0.5	6
Cc1ccc(C2CC(c3ccccc3)=NN2C(=O)CSc2nnc(-c3ccc(Cl)cc3)o2)o1 (configuration not stated)
    1	-7.3	5	-2.7	-1	5	-7	0	-1.1	18
N#C/C(C(=S)Nc1ccccc1)=C1/NN=C(N2CCOCC2)N1c1ccccc1
    2	0.6	6	0.3	1	2	1	0	-3.1	7
Cc1ccc(NC(=O)N/C=C/c2ccco2)cc1
    -1	.	-8	1.9	-2	4	15	-1	1.6	-8
Cc1cc(C)c(C(N)=O)c(Nc2cccc3ccccc23)n1
    12	-0.2	12	1.1	-1	-13	20	-5	-4.2	13
Cn1ccnc1SCC(=O)N1CCN(S(=O)(=O)c2ccccc2)CC1
    -20	7.3	10	0.9	-3	0	-8	-2	-2.0	22
O=C(COC(=O)/C=C/c1ccc2c(c1)OCO2)NCc1ccc(F)cc1
    -4	-0.7	16	.	.	-3	-16	4	-0.1	.
COc1ccc(CCC(=O)NCC23CC4CC(CC(C4)C2)C3)cc1
    -2	.	-2	1.6	-11	8	17	0	-3.7	10
COc1ccc(S(=O)(=O)NCCc2cc3ccc(C)c(C)c3[nH]c2=O)cc1
    3	-3.5	17	0.8	-7	22	-11	10	1.8	-4
Clc1ccc(-c2nnc(-c3cccc4ccccc34)o2)cc1Cl
    -8	-0.4	0	1.1	0	.	5	5	-4.5	7
CCOC(=O)c1c(-c2ccc(OC)cc2)csc1NC(=O)CSc1ncnc2sccc12
    -19	.	15	1.0	-21	2	4	2	-0.4	-10
Cc1csc(NC(=O)c2ccc(C)c(S(=O)(=O)N3CCCCC3)c2)n1
    1	.	9	-0.5	-5	7	-2	-4	-1.2	11
C[C@H](CO)N1C[C@H](C)[C@@H](CN(C)Cc2ccncc2)Oc2c(NS(=O)(=O)c3ccc(Cl)cc3)cccc2C1=O
    3	-3.1&-1.0	-5	0.6	3	-2	8	0	-3.2	.
Cc1ccccc1OCCC(=O)N1CCN(S(=O)(=O)c2ccc(Br)cc2)CC1
    -2	-2.7	-7	.	.	9	-3	4	0.8	.
Cc1cccc(NC(=S)N2CC3CC(C2)c2cccc(=O)n2C3)c1C (configuration not stated)
    6	.	5	-0.2	-4	-4	-3	4	-0.6	8
O=C(NC(=S)Nc1ccccc1N1CCOCC1)c1ccc(-c2ccccc2F)o1
    -13	-0.1	17	-0.8	-16	?	-10	-2	-0.6	-7
Cc1ccc(CN(C)C(=O)COC(=O)CSc2cc(C)c3ccccc3n2)cc1
    -3	0.4	0	-0.9	-2	2	7	2	-0.9	.
COc1ccc(C2=NN(C(=O)CSc3nnnn3C)C(c3ccco3)C2)cc1 (configuration not stated)
    5	0.6	-11	-1.3	3	-3	12	0	.	.
CSCC[C@H](NC(=O)OC(C)(C)C)C(=O)N1CCC(C(=O)N[C@@H](C)C(=O)O)CC1
    -2	0.3	-2	.	10	0	.	0	-2.9	32
CC(C)(C)c1ccc(Oc2ccc(NC(=O)c3ccco3)cn2)cc1
    4	.	6	1.7	-5	-6	-3	6	-2.3	25
O=C(NC(Cc1ccccc1)C(=O)O)/C(=C\c1ccco1)NC(=O)c1ccccc1 (configuration not stated)
    -10	-4.9	4	-1.6	3	0	4	-4	1.6	5
COc1ccc(CCNc2nc(-c3cccnc3)nc3ccccc23)cc1OC
    0	2.1	9	3.8	-15	0	18	-2	-4.8	10
CC(=O)c1ccc(OC(=O)C2CC(=O)N(c3cccc(C)c3)C2)cc1 (configuration not stated)
    10	1.3	21	4.3	-1	4	-5	3	-1.0	-2
Cc1ccccc1NS(=O)(=O)c1ccc(C(=O)NCC2(N3CCOCC3)CCCCC2)cc1
    8	-1.8	9	.	.	-5	-3	-1	-0.2	.
O=C(Nc1ccc(S(=O)(=O)N2CCCCC2)cc1)c1ccc(F)cc1
    4	0.7	-5	-5.3	-11	-16	9	-1	-5.3	25
O/N=C/c1ccc(OCc2ccccc2)c(Br)c1
    3	-0.6	3	-0.2	-5	-2	18	-2	-2.2	-5
CCc1nonc1NC(=O)c1oc2ccc(Cl)cc2c1C
    1	-1.6	19	2.8	0	-2	9	-2	-0.8	-3
CCOC(=O)c1ccc(NC(=O)N2CCN(c3ccccc3OC)CC2)cc1
    1	.	-8	-1.0	11	2	7	0	-3.4	-15
Cc1cc2c(c(=O)n1Cc1cccnc1)C(c1ccccc1)C(C#N)=C(N)O2 (configuration not stated)
    10	48*	-8	0.7	-1	-10	9	0	-1.1	-5
Cn1c(CN2CCCC2)c(C#N)c2ccccc21
    8	.	3	-2.1	-3	-4	-6	0	0.5	17
CCc1cccc2c(C(=O)CN3C(=O)NC(C)(c4cccc5ccccc45)C3=O)c[nH]c12 (configuration not stated)
    -13	.	-2	3.1	-77	-2	0	-2	19*	22
COc1ccccc1OCc1nc(-c2ccc([N+](=O)[O-])cc2)no1
    4	.	7	0.9	7	-5	-10	0	-6.0	-12
COc1ccc(C2C(C(=O)N3CCN(c4ccccc4)CC3)c3ccccc3C(=O)N2C)cc1OC (configuration not stated)
    -5	3.5	-9	-1.4	-11	-8	-11	-4	-3.1	-11
CCN(CC(=O)Nc1ccccc1OC)C(=O)c1cccc(-n2cccc2)c1
    -2	0.4	-3	4.2	-7	0	-5	-1	-3.7	6
COc1ccccc1NS(=O)(=O)c1cc(NC(=O)c2cccnc2)ccc1N1CCCCC1
    -14	0.5	2	-0.2	-81	-4	9	-3	-4.2	.
COc1ccc(/C=N/N2CCN(c3ccccc3OC)CC2)cc1OC
    -1	1.6	11	-4.0	5	-1	-8	2	-1.5	6
COc1ccccc1CCC(=O)OCC(=O)c1c(N)n(CC(C)C)c(=O)n(C)c1=O
    2	1.6	-4	1.7	-7	3	3	-1	-2.5	.
COc1ccccc1/C=C/C(=O)OCC(=O)Nc1cc(C(F)(F)F)ccc1N1CCOCC1
    -8	.	17	.	.	3	7	-1	-0.2	9
COc1ccc(N(C(=O)Cc2cccs2)C(C(=O)NC2CCCC2)c2ccncc2)cc1OC (configuration not stated)
    1	0.2	-6	0.9	2	-11	7	0	-1.5	-12
Cc1ccc(NCC(=O)c2ccccc2)cc1Cl
    3	-2.6	2	0.4	-2	-6	-7	1	-1.0	-5
CCC(Sc1ncccc1C(=O)O)C(=O)N1CCCC1 (configuration not stated)
    3	-2.0	7	3.0	1	-48	1	5	-1.2	4
CSCC[C@H](NC(=O)OC(C)(C)C)C(=O)N1CCC(C(=O)N[C@@H](Cc2c[nH]c3ccccc23)C(=O)O)CC1
    -4	-1.5	3	-0.7	-2	-8	5	1	-2.3	16

# (cont.)
# Second line of a record: MazEF act	BioA inh	GDH-TPI inh	Mtb UGM inh	Rv3671c inh	BoNT-F LC inh	CCHF vOTU inh	Mtb FBA inh	FadD28 binding	VHR inh abs
O=C(NCc1ccccc1)c1cc(C2CCCN(C(=O)c3ccc4c(c3)CCO4)C2)on1 (configuration not stated)
    .	7.0	-3	.	.	6	-6	-5	-4.8	.
CCn1c(C)[n+](CC)c2ccc(S(=O)(=O)NC)cc21
    2	.	-1	0.9	1	0	0	-1	-4.1	14
CC(C)N(C)Cc1nnnn1CC(=O)NCCc1cccc(C(F)(F)F)c1
    2	-0.7	2	0.6	-5	?	11	-3	-0.6	12
CCn1ccc(C(=O)NC2=NCCS2)n1
    -1	.	3	.	-7	-3	-16	-2	-3.5	30
N#CC1=C(N)OC2=C(C(=O)CC(c3ccccc3)C2)C1c1cccnc1 (configuration not stated)
    -2	.	-2	2.4	-11	-6	4	2	-2.3	-8
Cn1c(=O)c([N+](=O)[O-])c(N2CCN(Cc3ccc4c(c3)OCO4)CC2)c2ccccc21
    -1	0.3	-2	1.1	-1	?	2	1	-3.3	-23
Cc1cc(C(=O)N2CCC2(C)C(=O)NS(=O)(=O)c2ccccc2Cl)nn1C (configuration not stated)
    .	0.0	5	.	.	-1	0	-1	-2.2	.
CN(CC(=O)Nc1cccc(S(=O)(=O)N2CCCC2)c1)Cc1ccccc1
    3	0.1	-8	1.0	-3	5	-10	-2	-1.4	.
Cc1cccc(NC(=O)C2C3C=CC(C4CC34)C2C(=O)O)c1 (configuration not stated)
    2	0.7	3	2.3	1	16	11	-1	0.7	-23
N#CCCN/N=C(\Cc1nc2ccccc2[nH]1)c1ccccc1
    -5	8.1	7	0.4	-5	-2	-1	8	-2.1	11

# A few values from the entries so far:
# Rv3671c inh with Cc1ccc(C2CC(c3ccccc3)=NN2C(=O)CSc2nnc(-c3ccc(Cl)cc3)o2)o1 (configuration not stated) reads -1
# Mtb FBA inh with CC(=O)c1ccc(OC(=O)C2CC(=O)N(c3cccc(C)c3)C2)cc1 (configuration not stated) reads 3
# VHR inh abs with COc1ccc(C2C(C(=O)N3CCN(c4ccccc4)CC3)c3ccccc3C(=O)N2C)cc1OC (configuration not stated) reads -11
# Mtb FBA inh with O=C(COC(=O)/C=C/c1ccc2c(c1)OCO2)NCc1ccc(F)cc1 reads 4

# Remaining list, next part
# Second line of a record: MazEF act	BioA inh	GDH-TPI inh	Mtb UGM inh	Rv3671c inh	BoNT-F LC inh	CCHF vOTU inh	Mtb FBA inh	FadD28 binding	VHR inh abs
CCOC(=O)C1(C)CCCN1C(=O)c1cccc2ccccc12 (configuration not stated)
    .	-1.3	-14	.	.	2	4	0	-4.7	.
Cc1ccc(S(=O)(=O)N2CCCCC2)cc1NC(=O)c1cncc(Br)c1
    -4	.	0	.	.	-45	-3	0	-4.1	.
O=[N+]([O-])c1cccc(/C=N/N2CCN(Cc3ccccc3)CC2)c1
    -12	-0.9	14	0.1	0	0	9	-1	-1.7	16
CCc1ccc(NC(=O)N(CCCOC(C)C)C2CCN(C(C)=O)CC2)cc1
    7	1.0	7	1.4	-4	0	10	2	-0.9	34
CCN(CCCNC(=O)C1CCN(S(=O)(=O)CC)CC1)c1cccc(C)c1
    -4	-0.2	11	-2.3	4	-4	-6	-3	-2.5	20
O=C(CSc1nccn1-c1ccccc1)c1ccc(Cl)cc1
    4	-4.1	8	0.1	-3	3	10	1	-2.0	8
Cc1oc(-c2ccccc2Cl)nc1CS(=O)CC(=O)NCCCN1CC(C)CC(C)C1 (configuration not stated)
    7	0.5	-3	0.9	0	-1	9	-1	-2.1	52*

# Bioassay records as filed in PubChem.
